MEP2-GFP yeast: modulators of TOR pathway MEP2-GFP in S. cerevisiae. S. cerevisiae MEP2-GFP strain, flow cytometry GFP, 3 h; 100% = DMSO control level. AID 2016. GFP response vs DMSO, % at 10 µM. actives 0.51% (n = 330,000);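 active = GFP response versus DMSO above a set limit, roughly screen mean plus 3 SD, cut at about 180% in these data; inconclusive = fewer than 70 cells counted for a yeast strain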;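 also: median GFP fluorescence of the barcode-gated MEP2-GFP cells per well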
ZTA DNA inh: blocks Epstein-Barr virus ZTA, an EBNA-1 counter-screen | P03206 | ZTA-DNA binding, fluorescence polarization | inhibition, % at 11 µM | actives 0.15% (n = 320,000) | AID 2234; in the data active = inhibition above about 33%
AHR activator: activators of human aryl hydrocarbon receptor | actives 2.5% (n = 320,000) | activation, % at 5 µM | AHR-responsive luciferase reporter cells, luminescence | P35869; in the data active = activation above about 47%;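 also: 0% = vehicle wells and 100% = reference agonist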
LAP4-GFP MLPCN: alters LAP4-GFP fluorescence in TOR pathway yeast screen; S. cerevisiae LAP4-GFP multiplex, flow cytometry GFP, 3 h; median GFP as percent of DMSO wells; GFP response vs DMSO, % at 10 µM; actives 0.34% (n = 320,000);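 active = GFP response vs DMSO above a set limit, about the screen mean plus 3 SD, cut at about 150% in these data; inconclusive = under 70 cell events counted for the yeast strain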
procasp3 activ: activators of human procaspase-3; P42574; recombinant procaspase-3 D3A, Ac-DEVD-pNA absorbance 405 nm; activation, % at 8.5 µM; actives 0.11% (n = 330,000);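 active = activation above the mean of all tested compounds plus 3 SD, cut at about 21% in these data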;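 also: 0% = DMSO alone and 100% = DMSO wells spiked with extra 5 µM PC-3 D3A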
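Test system: Procaspase-3 D3A mutant; medium: Zinc-free HEPES/NaCl buffer with 0.01% Triton X-100 at pH 7.4; reagent: DEVD-pNA substrate; doses: one concentration, 8.5 µM nominal, 0.8% DMSO; times: 1 h preincubation plus 2 h reaction at 25 °C; signal: Epi-absorbance at 405 nm of released p-nitroaniline, 0 and 120 min; replicates: singlicate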
EBNA-1 inhibitor: blocks EBNA-1 binding to DNA; EBNA-1 DNA binding, fluorescence polarization; inhibition, % at 14.8 µM; actives 0.34% (n = 300,000); AID 1950; in the data active = inhibition above about 28%
RPL19A-GFP yeast: modulators of TOR pathway RPL19A-GFP in S. cerevisiae; S. cerevisiae RPL19A-GFP strain, flow cytometry, 3 h; stronger effect = lower value; percent response vs DMSO, % at 10 µM; actives 0.3% (n = 330,000);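 active = percent response vs DMSO below 50%; inconclusive = fewer than 70 events counted for the yeast strain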;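 also: median channel GFP fluorescence of the barcoded RPL19A-GFP strain; ratio of sample median GFP to plate DMSO average so 100% = DMSO; lower means less RPL19A-GFP as with rapamycin TOR inhibition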
proCasp7 act: counter-screen for procaspase-3 activators: activators of human procaspase-7 | P55210 | recombinant procaspase-7, Ac-DEVD-pNA absorbance 405 nm; D23A/D198A/D206A triple mutant, cannot self-cleave; scale: DMSO 0, 5 µM enzyme 100 | activation, % at 8.5 µM | actives 0.093% (n = 330,000) | AID 463210;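 active = percent activation above the screen-wide mean plus 3 SD, cut at about 25% in these data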
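Assay system – Uncleavable procaspase-7 mutant enzyme · Quantity – 2 µM procaspase-7 mutant as dispensed · Times – 1 h preincubation, 2 h reaction · Dosing – single nominal 8.5 µM compound dose, 0.8% DMSO final · Buffer or medium – Zinc-free 50 mM HEPES buffer, pH 7.4, with NaCl and Triton X-100 · Detection – Epi-absorbance of released pNA at 405 nm, two timepoints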
* = called active by the depositor; ? = inconclusive; . = no result given; [ ] = another dose, or the depositor's remark.

SMILES	MEP2-GFP yeast	ZTA DNA inh	AHR activator	LAP4-GFP MLPCN	procasp3 activ	EBNA-1 inhibitor	RPL19A-GFP yeast	proCasp7 act
Cc1ccc(SCCC(=O)Nc2ccccc2C(=O)NC(C)C)cc1	92.6	-6.7	7.5	78.3	2.4	-1.3	103.0	-0.4
COC(=O)c1c(NC(=O)COC(=O)[C@@H](NS(=O)(=O)c2cccc(Cl)c2)C(C)C)sc2c1CCC2	92.5	11.6	1.2	93.4	8.9	-10.5	101.5	8.7
CCc1ccc(NC(=O)CSc2nnc(-c3ccccn3)n2C)cc1	93.8	-25.0	-0.3	103.7	4.7	-9.5	93.8	1.5
CCOC(=O)CNC(=O)C1(/C=C/c2ccccc2)CC(=O)N1c1ccc(C)cc1 (stereo not given)	105.9	-12.6	0.4	94.3	4.8	2.0	103.5	8.7
COc1ccc2cc(C=O)n(C)c2c1	100.6	-2.0	-1.3	111.4	5.5	.	97.9	6.7
O=C(COc1ccc2c3c(c(=O)oc2c1)CCCC3)NCC(O)c1ccccc1 (stereo not given)	100.0	3.5	5.5	94.6	1.7	-0.9	98.8	7.3
O=C(CCN1C(=O)c2cccc3cccc(c23)C1=O)NCc1ccco1	108.1	5.3	5.2	94.7	-5.8	13.4	115.4	3.9
CCCNC(=O)Cn1c2ccccc2c2nc(=O)cc(C)n21	109.5	14.1	18.4	118.9	6.2	-2.6	106.6	1.7
COc1ccccc1N(CC(=O)Nc1ccccc1C)S(C)(=O)=O	107.3	-5.8	0.1	105.9	13.5	0.6	108.8	0.8
O=C(Nc1ccc(N2CCOCC2)cc1)Nc1ccc2nc(-c3ccco3)c(-c3ccco3)nc2c1	101.9	-1.8	14.5	98.1	-2.8	-8.7	92.6	-5.6
CC1CCN(S(=O)(=O)c2ccc(NC(=O)C3CC(=O)N(c4ccccc4)C3)cc2)CC1 (stereo not given)	154.5	-8.9	1.0	101.0	-1.6	-2.8	93.5	7.9
COc1ccccc1-c1nnc2n1N=C(C)CS2	94.0	-11.9	-0.9	102.3	-4.7	-7.2	95.9	-14.6
C=C1CCN([C@@H](C)C(=O)NCc2ccc(OC)cc2)S(=O)(=O)c2ccccc21	90.0	-5.5	3.6	103.5	-0.7	6.9	100.8	1.6
COc1ccccc1-c1nnc(Nc2nc3c(OC)cccc3s2)o1	99.9	9.6	110.7*	109.0	3.0	8.7	96.8	0.1
NC(=O)c1ccc(-n2nc(C(F)(F)F)c3c2CCCC3)cc1	94.7	8.0	3.4	94.8	0.1	6.5	98.8	18.2
COc1ccc(OC)c(-c2cc(C(=O)Nc3c(C)nn(Cc4ccccc4)c3C)no2)c1	104.2	-9.7	-10.0	106.9	6.8	10.0	106.3	-3.3
O=C(N/C(=C/c1cccs1)C(=O)N1CCOCC1)c1ccco1	79.6	18.7	0.1	86.5	2.4	-7.3	91.4	6.2
O=C(Nc1ccc(Oc2ccccc2)cc1)c1ccc(Cn2c(=O)[nH]c3ccsc3c2=O)cc1	101.0	2.4	-4.3	105.5	4.0	12.5	105.3	5.2
CCC(=O)Nc1cccc(NC(=O)c2cccc([N+](=O)[O-])c2)c1	114.9	6.9	9.8	108.7	3.9	7.8	92.8	-4.0
COc1ccc(CCNC(=O)c2ccc(=O)[nH]c2)cc1	103.4	7.2	0.6	99.5	1.7	10.0	96.6	-3.3
CCCC(=O)Nc1ccc(C(=O)NNC(=O)c2cccc([N+](=O)[O-])c2)cc1	93.6	-11.2	0.6	107.2	2.7	-10.6	96.5	-2.7
Cc1cc(C)cc(NC(=S)NC(=O)Cc2ccccc2)c1	96.5	-4.5	21.9	114.7	-32.2	6.8	90.7	-9.6
CC(=O)c1cccc(OCc2cc(C(=O)N3C[C@H]4CC[C@H]3C4)no2)c1	107.2	-2.5	7.6	95.9	-0.3	-4.2	106.5	5.4
O=C(Nc1nnc(CC(c2ccccc2)c2ccccc2)s1)c1ccco1	106.6	-13.3	0.8	104.1	1.7	37.4*	98.4	6.1
Cc1ccc(-c2csc3nc[nH]c(=S)c23)cc1C	136.1	-5.8	1.0	135.8	3.3	-5.9	95.1	-1.0
Cc1ccc(S(=O)(=O)N(C)C)cc1NC(=O)CN1C(=O)NC2(CCCCCCC2)C1=O	96.7	6.5	0.6	75.3	-3.6	0.0	99.9	2.1
O=C(Cn1nc([N+](=O)[O-])nc1Br)NC1CCCCC1	99.7	9.8	-2.1	99.7	9.2	4.7	105.7	4.6
Cn1cccc1C1C(C#N)=C(N)OC2=C1C(=O)CCC2 (stereo not given)	97.6	-0.9	6.6	106.2	-0.9	-10.7	97.6	-12.5
Cc1cccc(NC(=O)NC2CCCc3ccccc32)c1 (stereo not given)	93.8	-10.7	7.0	94.5	-9.1	-1.7	94.5	-2.4
Cc1ccc(S(=O)(=O)Nc2cc(=O)[nH]c(SCC(=O)Nc3ccccc3C(F)(F)F)n2)cc1	112.2	4.3	-1.1	91.1	0.6	-5.4	100.5	0.4
CC(C)Oc1cccc(C(=O)C2CCCN(C(=O)c3noc4c3CCCC4)C2)c1 (stereo not given)	105.0	0.4	1.8	92.4	8.1	-1.4	101.0	2.1
COc1cccc(/C=c2\s/c(=C\C(=O)C(C)(C)C)[nH]c2=O)c1	99.9	-4.2	33.5	104.7	-10.9	-7.8	95.3	-12.8
Cc1ccc(NC(=O)Cn2c(=O)n(CCCC(=O)NCc3ccco3)c(=O)c3ccccc32)cc1	101.9	-5.1	-2.6	101.1	6.6	37.6*	104.5	1.2
COc1ccc(CCNC(=O)COc2cc(=O)n(C)c3ccccc23)cc1OC	101.2	4.9	-0.4	107.6	3.6	9.9	104.4	0.1
CC(=O)NN1C(=O)c2ccc(Oc3ccc([N+](=O)[O-])cc3)cc2C1=O	103.6	0.6	0.2	99.8	2.8	5.2	101.5	-5.2
C=CCNC(=O)CN1CCC(n2nnc3cc(C(F)(F)F)ccc32)CC1	101.0	-14.9	-0.6	89.2	10.8	-5.6	108.8	1.3
CCCCOCCCNS(=O)(=O)Cc1ccccc1	105.3	-11.3	-0.8	112.6	4.7	-7.6	105.8	5.4
CCCC(=O)Nc1nc(C)c(-c2csc(Nc3cc(OC)ccc3OC)n2)s1	93.7	0.7	85.0*	118.9	-0.6	7.8	102.0	-14.6
CC(=O)Nc1ccc(S(=O)(=O)NCC(=O)NC(C)c2ccc(S(N)(=O)=O)cc2)cc1 (stereo not given)	104.2	-21.7	4.2	106.7	-5.0	4.1	102.8	-21.8
O=P(O)(O)c1ccccc1OCCOCCOCCOCCOc1ccccc1P(=O)(O)O	112.6	4.3	16.2	110.1	-1.3	-13.3	113.6	5.4

Arranged by formula weight (low to high): some entries from above
SMILES	MEP2-GFP yeast	ZTA DNA inh	AHR activator	LAP4-GFP MLPCN	procasp3 activ	EBNA-1 inhibitor	RPL19A-GFP yeast	proCasp7 act
CC(=O)c1cccc(OCc2cc(C(=O)N3C[C@H]4CC[C@H]3C4)no2)c1	107.2	-2.5	7.6	95.9	-0.3	-4.2	106.5	5.4
O=C(Nc1nnc(CC(c2ccccc2)c2ccccc2)s1)c1ccco1	106.6	-13.3	0.8	104.1	1.7	37.4*	98.4	6.1
CCCC(=O)Nc1nc(C)c(-c2csc(Nc3cc(OC)ccc3OC)n2)s1	93.7	0.7	85.0*	118.9	-0.6	7.8	102.0	-14.6
Cc1ccc(S(=O)(=O)Nc2cc(=O)[nH]c(SCC(=O)Nc3ccccc3C(F)(F)F)n2)cc1	112.2	4.3	-1.1	91.1	0.6	-5.4	100.5	0.4

(more compounds)
SMILES	MEP2-GFP yeast	ZTA DNA inh	AHR activator	LAP4-GFP MLPCN	procasp3 activ	EBNA-1 inhibitor	RPL19A-GFP yeast	proCasp7 act
O=C(NC(=S)Nc1ccc2c(c1)OCCO2)c1cccc(Br)c1	99.7	4.7	16.6	105.7	1.1	-5.4	101.5	-4.2
CCOC(=O)c1cc(-c2ccccc2)sc1NC(=O)c1ccc(OC)c(OC)c1	104.8	-9.0	1.4	100.2	-9.6	4.6	98.7	-9.1
COc1ccc2nc(Cl)c(C#N)cc2c1	97.9	4.7	1.6	93.3	-0.1	-6.3	92.8	11.0
O=C(N[C@@H](Cc1ccccc1)C(=O)OCc1ccccc1)c1nc[nH]c1C(=O)NC(c1ccccc1)c1ccccc1	.	-13.9	5.2	.	-1.9	-16.6	.	-11.4
CC(C)(C)OC(=O)N1CCC(C(=O)N[C@@H](Cc2ccccc2)C(=O)O)CC1	92.4	8.1	0.6	89.2	3.4	-3.4	85.4	-0.8
COc1ccc(C)c2sc(N(CCCN(C)C)C(=O)c3ccc(S(=O)(=O)N4CCc5ccccc5C4)cc3)nc12	94.8	28.0	15.3	100.7	-1.8	14.2	89.5	9.7
Cc1ccc(S(=O)(=O)N(C)C)cc1NC(=O)C1CCCCN1S(=O)(=O)c1ccccc1 (stereo not given)	97.6	0.5	2.3	94.8	1.4	.	96.2	16.9
O=C(CCC(=O)N1CCSc2ccccc21)NCc1ccc(Cl)cc1	107.1	5.6	0.7	114.1	5.8	-1.0	101.5	1.0
O=C(/C=C/c1ccccc1)NCCc1c[nH]c2ccccc12	97.4	4.8	13.3	104.2	-6.0	-6.1	102.6	3.4
CC1=CCC2C(=O)N(c3nc4ccccc4n3C)C(=O)C2C1 (stereo not given)	99.9	-7.7	5.7	93.7	1.0	-7.3	106.1	-10.0
O=C(CSc1nnc(-c2ccc(F)cc2)c2ccccc12)NCC1CCCO1 (stereo not given)	94.8	9.0	-1.8	102.4	-1.3	2.1	95.5	3.4
CC1=C(C(=O)Nc2ccc(F)cc2)C(c2cccc(C)c2)n2nc(CCCO)nc2N1 (stereo not given)	103.9	-3.5	36.1	99.4	4.9	3.8	102.8	-2.3
COc1ccc(CCN(C)C(=O)COc2ccc(N(C)S(=O)(=O)c3ccc(C)cc3)cc2)cc1OC	101.0	-4.3	-1.3	105.0	9.5	-5.2	97.8	2.0
COc1ccc(CNC(=O)C[C@H]2C(=O)N(Cc3ccc(OC)cc3)C[C@@H]2Cc2ccccc2)cc1	91.7	-2.4	-1.0	129.2	3.2	-3.3	109.0	-4.5
CCCNC(=O)Cn1c(=O)oc2cc(S(=O)(=O)N3CCCC3)ccc21	96.6	-14.7	0.1	104.4	0.5	-9.2	100.7	10.1
Cc1nn(CCC(=O)NNC(=S)Nc2ccc(F)cc2)c(C)c1[N+](=O)[O-]	102.4	12.5	0.7	108.6	-0.4	4.3	103.8	-16.8
O=C(CCSCCC(=O)NCc1cccs1)NCc1cccs1	95.8	0.9	0.6	95.4	-1.3	-0.6	95.3	0.1
O=C(c1ccc(Nc2cccc(C(F)(F)F)c2)nc1)N1CCCC1	105.6	4.7	0.5	102.2	4.1	6.6	99.6	4.0
CC(=O)c1cc2ccc(O)cc2oc1=O	?	-9.3	0.4	?	-25.6	-2.8	?	-47.3
CCc1nnc(NS(=O)(=O)c2ccc(N/C=C\C(=O)c3cccc(OC)c3)cc2)s1	269.7*[may fluoresce violet]	-1.6	9.6	96.7[may fluoresce violet]	-13.1	-24.4	56.5[may fluoresce violet]	-12.2
O=C1N=C(N2CCOCC2)S/C1=C1\C(=O)N(Cc2ccccc2)c2ccccc21	96.2	-8.5	0.0	102.9	-4.0	-16.6	99.9	7.2
